Compound activity: PubChem, several laboratories
UHRF1 binding – UHRF1 methylated DNA binding inhibitors, primary screen, counter-screen for MBD2 inhibitor project, biochemical, TR-FRET, human UHRF1, single concentration; E3 ubiquitin-protein ligase UHRF1 (Homo sapiens), Q96T88; UHRF1 binding to methylated oligo; inhibition, % at 4.4 µM; 370,000 tested, 0.75% active; AID 687016, 2013; in the data active = inhibition above about 21%;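 also: UHRF1 SRA domain binding a hemimethylated CpG hairpin DNA probe; 0% = median of test compound wells and 100% = reference inhibitor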
rCAG binder – binders of r(CAG) RNA repeats, primary screen, biochemical, fluorescence | inhibition, % at 3 µM | 370,000 tested, 1.3% active | r(CAG) RNA repeat, TO-PRO-1 dye displacement fluorescence;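 active = inhibition above the plate cutoff, the mean of all test compounds on that plate plus 3 SD, cut at about 35% in these data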;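 also: 0% = DMSO alone and 100% = 100 µM mitoxantrone as full dye displacement; higher means more dye released from RNA so lower well fluorescence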
PRMT1 FP inh – PRMT1 methyltransferase inhibitors, primary screen, biochemical, fluorescence polarization; Protein arginine N-methyltransferase 1 (Homo sapiens), Q99873; recombinant PRMT1, activity-based probe fluorescence polarization; inhibition, % at 2.79 µM; 370,000 tested, 1.3% active;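 active = inhibition above about 21% made by adding two undisclosed values, limit read from the data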
Target sequence (Q99873 whole entry, looked up): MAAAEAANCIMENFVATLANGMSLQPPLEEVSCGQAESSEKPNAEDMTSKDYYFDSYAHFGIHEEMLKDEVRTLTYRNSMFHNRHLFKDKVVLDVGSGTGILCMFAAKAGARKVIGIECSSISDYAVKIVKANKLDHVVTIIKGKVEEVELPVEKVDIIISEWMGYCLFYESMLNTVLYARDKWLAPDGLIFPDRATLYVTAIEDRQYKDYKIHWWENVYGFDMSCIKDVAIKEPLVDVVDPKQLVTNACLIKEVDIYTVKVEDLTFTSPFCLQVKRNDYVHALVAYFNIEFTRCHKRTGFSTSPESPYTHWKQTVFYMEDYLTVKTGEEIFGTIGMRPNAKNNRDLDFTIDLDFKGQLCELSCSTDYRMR
SIAE inh – human SIAE inhibitors, primary screen, biochemical, fluorescence polarization, FP-Rh probe, 1536-well HTS; AID 1053197, 2014; 370,000 tested, 0.69% active; SIAE FP-Rh probe binding; inhibition, % at 9.66 µM;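 active = inhibition above a cutoff: mean of compounds within the control limits plus 3 SD of those, cut at about 17% in these data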;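 also: 0% = plate median of compound wells and 100% = probe without SIAE protein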
TCR CD3 inh – inhibitors of human TCR-CD3 interaction, primary screen, biochemical, fluorescence, TAMRA-labeled TCR probe | T-cell receptor (TCR) | inhibition, % at 9.4 µM | 360,000 tested, 0.37% active; in the data active = inhibition above about 19%;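 also: recombinant mutant TCR 2C K166C tagged with TAMRA read by polarization; 0% = receptor in buffer alone and 100% = receptor with positive control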
GC-B act – human GC-B receptor activators, primary screen, HEK293 GC-B cells, cGMP TR-FRET, EC30 CNP; Atrial natriuretic peptide receptor 2 (Homo sapiens), P20594; 0% at EC30 CNP, 100% saturating CNP; activation, % at 10 µM; 370,000 tested, 0.11% active;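 active = activation at 10 µM reaching about 35% in either raw or pattern-adjusted values, limit read from the data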
MBD2 inh – inhibitors of MBD2 binding to methylated DNA, primary screen, biochemical, TR-FRET, DNA-binding domain, human; Methyl-CpG-binding domain protein 2 (Homo sapiens), Q9UBB5; MBD2 binding to methylated oligonucleotide; inhibition, % at 4.4 µM; 370,000 tested, 0.31% active; AID 686964, 2013; in the data active = inhibition above about 13%
Target sequence (Q9UBB5 whole entry, looked up, the tested form may be a part): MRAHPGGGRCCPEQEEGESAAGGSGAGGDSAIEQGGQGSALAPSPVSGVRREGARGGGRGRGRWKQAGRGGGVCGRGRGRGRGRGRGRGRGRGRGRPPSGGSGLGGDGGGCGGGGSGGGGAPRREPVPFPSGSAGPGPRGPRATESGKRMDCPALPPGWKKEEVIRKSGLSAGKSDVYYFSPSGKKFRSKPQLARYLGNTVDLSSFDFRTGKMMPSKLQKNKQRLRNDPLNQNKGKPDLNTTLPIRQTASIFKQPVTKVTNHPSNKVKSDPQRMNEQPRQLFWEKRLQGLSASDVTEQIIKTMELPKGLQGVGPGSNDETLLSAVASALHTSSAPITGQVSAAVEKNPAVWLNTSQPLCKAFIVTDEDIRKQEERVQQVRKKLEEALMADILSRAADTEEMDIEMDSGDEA
ABHD4 inh – ABHD4 inhibitors, primary screen, biochemical, fluorescence polarization, mouse; (Lyso)-N-acylphosphatidylethanolamine lipase (Mus musculus), Q8VD66; purified mABHD4, FP-Rh probe fluorescence polarization; inhibition, % at 8.92 µM; 370,000 tested, 0.54% active; AID 720543, 2013;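 active = inhibition exceeding the mean over every tested compound plus 3 SD, cut at about 30% in these data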;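 also: 0% = plate median of compound wells and 100% = S159A mutant with DMSO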
Target sequence (Q8VD66 whole entry, looked up): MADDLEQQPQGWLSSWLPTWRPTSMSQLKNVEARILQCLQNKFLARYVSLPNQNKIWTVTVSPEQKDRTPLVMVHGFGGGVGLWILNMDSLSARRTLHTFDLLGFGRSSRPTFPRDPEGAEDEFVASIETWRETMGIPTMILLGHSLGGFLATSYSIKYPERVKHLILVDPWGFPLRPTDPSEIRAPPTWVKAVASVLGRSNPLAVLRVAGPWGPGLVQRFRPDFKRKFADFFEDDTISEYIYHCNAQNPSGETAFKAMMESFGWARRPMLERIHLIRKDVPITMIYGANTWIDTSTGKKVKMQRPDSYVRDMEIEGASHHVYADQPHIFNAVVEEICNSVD
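Assay system: wild-type mouse ABHD4 protein; compound: single nominal dose of 8.92 µM, 0.89% DMSO final; schedule: 45 min + 60 min at 25 °C; measured by: FP readout, ex 525 nm / em 598 nm; evaluation: % inhibition of FP-Rh probe binding versus controls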
HTRA1 inhibitor – HTRA1 serine protease inhibitors, primary screen, biochemical, fluorescence polarization, HTS; 340,000 tested, 0.5% active; AID 504803, 2011; Q92743; recombinant HTRA1, FP-rhodamine activity-based probe; inhibition, % at 5.96 µM; in the data active = inhibition above about 36%;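 also: 0% = enzyme with DMSO and 100% = wells lacking enzyme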
NPR1 activator – GC-A stimulated cGMP production enhancers – HEK293 GC-A cells, cGMP TR-FRET, EC30 ANP, primary screen. 0% at EC30 ANP, 100% saturating ANP. activation, % at 10 µM. 370,000 tested, 0.14% active. AID 1671463, 2021; in the data active = activation above about 40%
* = called active by the depositor; . = not tested or not shown. Some of the compounds tested. The share of hits here may be higher or lower than overall.

Order of results: UHRF1 binding	rCAG binder	PRMT1 FP inh	SIAE inh	TCR CD3 inh	GC-B act	MBD2 inh	ABHD4 inh	HTRA1 inhibitor	NPR1 activator
1. CCc1ccc(-c2nc(NC(=S)NC(=O)c3cccs3)sc2C)cc1
 : 0.2	2.6	-1.3	-7.2	1.3	-9.7	-0.6	-1.1	-3.5	-1.8
2. O=C(NNC(=O)c1ccccc1O)c1ccc(Cl)cc1
 : -1.1	-0.1	-1.1	8.0	11.1	-0.6	-1.7	19.8	28.7	2.5
3. COc1ccc(OCC(=O)Nc2ccc(S(=O)(=O)N3CCCC3)cc2)cc1
 : -4.3	0.2	-2.0	3.1	1.5	0.0	-4.6	-6.1	-1.4	-0.5
4. O=C(O)c1ccc(-n2ccnc2)c([N+](=O)[O-])c1
 : 1.5	-0.1	-0.4	3.5	-5.6	4.4	6.7	3.3	1.9	1.1
5. CCOc1ccc(-c2csc(/C(C#N)=C\c3ccc(O)c([N+](=O)[O-])c3)n2)cc1
 : -1.1	1.9	-5.0	2.9	-4.5	0.6	-5.8	2.8	2.3	0.4
6. O=C(NCC(c1ccco1)N1CCN(c2ccc(F)cc2)CC1)OCc1ccccc1 (stereo not given)
 : -0.6	-5.8	-1.4	13.8	3.4	-6.3	-0.5	-1.8	-3.2	-7.2
7. COc1ccc(/C=N/Nc2nc(-c3ccc(Cl)cc3)cc(C(F)(F)F)n2)c(OC)c1
 : 2.5	1.7	1.4	-12.2	-5.6	-0.8	0.5	1.5	2.6	2.6
8. COc1ccc(CN2CCNC(=O)C2CC(=O)N(C)Cc2ccon2)cc1OC (stereo not given)
 : -0.8	-2.5	-1.4	0.6	1.2	7.5	-0.8	2.2	2.2	-1.3
9. Cc1ccc(-c2cc(C(=O)NN=Cc3cccc4ccccc34)[nH]n2)cc1C
 : 1.8	20.4	-6.3	-42.7	.	-10.0	-8.4	-72.0	.	-2.2
10. Cc1ccc(C(O)c2ncc(-c3ccccc3Cl)[nH]2)cc1 (stereo not given)
 : -1.5	1.8	-2.6	-3.3	0.4	-2.3	-3.4	-8.1	.	2.7
11. Cc1cc([N+](=O)[O-])ccc1NC(=O)Nc1ccc(F)cc1F
 : 9.9	0.7	4.0	-0.1	-3.3	0.7	-1.9	2.1	-5.7	2.1
12. Cc1ccc(N=c2oc3cc(O)ccc3cc2C(N)=O)cc1
 : 0.3	15.4	1.7	-1.0	-7.6	7.6	-6.5	8.9	0.1	16.5
13. Clc1ccc(-c2nc3c4ccccc4ccn3c2CC2CCCCC2)cc1
 : 15.7	7.3	-3.3	-5.7	-8.2	7.3	-0.1	-5.3	.	1.8
14. O=C(C1CCN(S(=O)(=O)c2c(Cl)cccc2Cl)CC1)N1CCCC1
 : 15.5	0.1	-3.4	-5.1	1.7	-0.8	3.6	-3.1	7.8	-1.5
15. CC(=O)Nc1ccc(Oc2ccc(-c3noc(C)n3)cc2)cc1
 : -1.6	-5.0	-3.9	0.0	-1.7	-5.8	-2.1	-2.5	-5.2	-6.9
16. Cc1nc(NC(=O)c2ccc([N+](=O)[O-])cc2Cl)sc1C(=O)N(C)C
 : -7.4	5.3	6.8	3.5	-1.9	0.0	-7.3	5.1	11.5	1.9
17. CC1CC(=O)C2=C(C1)Nc1ncnn1C2c1ccccc1 (stereo not given)
 : -2.8	-1.3	-3.4	4.5	-0.1	0.9	-0.2	4.6	-5.2	0.7
18. CC(C)CN1C(=O)N2Cc3ccccc3C2CS1(=O)=O (stereo not given)
 : -1.3	-1.2	0.2	-2.4	.	2.8	1.9	4.6	.	1.1
19. O=C(Cc1cccc(NC(=O)C2CCCN(C(=O)C3CCC3)C2)c1)Nc1cccc(C(=O)N2CCCCC2)c1 (stereo not given)
 : 2.1	4.6	0.3	0.1	-6.7	0.1	0.2	4.5	2.9	-0.7
20. COc1ccc(-c2cc(=O)c3cccc(CC(=O)O)c3o2)cc1
 : -4.8	3.5	0.6	-2.2	9.5	-0.1	-0.7	3.8	.	2.8
21. COc1cc2c(cc1OC)C(C)N(C(=O)c1cc3n(n1)C(C(F)(F)F)CC(c1ccco1)N3)CC2 (stereo not given)
 : 5.0	-1.4	-0.5	8.1	-2.8	0.7	1.3	-0.3	-8.8	2.4
22. Cc1ccc(C)c2c1[nH]c1ccccc12
 : -0.7	5.7	-1.0	-0.5	2.4	-0.5	-5.1	5.8	-1.1	4.3
23. CC(=O)OCc1cc(=O)n(C)c(=O)n1C
 : 0.5	0.1	-1.2	3.4	7.5	5.1	0.1	-0.3	-3.8	-1.3
24. CN(C)CC(=O)N1c2ccccc2CCc2ccc(NC(=O)c3ccc(N)cc3)cc21
 : -1.0	-7.8	-0.9	1.5	2.9	6.3	1.9	-1.3	4.2	3.3
25. CCOc1ccc(NC(=O)CCC(=O)Nc2cc(OC)c(NC(=O)c3ccco3)cc2OC)cc1
 : 0.0	-0.6	2.9	19.0*	3.5	-4.1	-3.7	2.9	4.0	-4.3
26. O=C(COC(=O)COc1ccccc1)Nc1ccc(Cl)cn1
 : -0.3	3.6	1.0	9.6	0.4	-0.4	-5.7	-1.7	5.3	-0.3
27. COc1ccc(Cl)cc1S(=O)(=O)N1CCCC1
 : 6.4	-5.9	0.5	-7.6	-9.2	3.6	5.5	1.6	-1.7	-0.1
28. COc1ccc(S[C@]2(C(=O)N3CCN(c4ncccn4)CC3)CC(=O)N(c3ccc(Cl)cc3)[C@@H]2c2ccc(OC)cc2)cc1
 : -0.8	10.7	0.7	-4.7	.	-1.1	0.5	4.0	.	-3.4
29. CCOc1ccc(-n2c(=S)sc3c(=O)[nH]c(SCC(=O)NCC4CCCO4)nc32)cc1 (stereo not given)
 : -3.2	17.9	-1.0	3.1	-2.3	-3.0	1.7	-5.4	3.7	2.8
30. Cn1c(=O)c(=O)n(C)c2cc(S(=O)(=O)CCC(=O)Nc3ccccc3C(F)(F)F)ccc21
 : 1.1	1.0	-3.7	9.5	-10.4	0.4	-2.4	-4.7	0.0	1.2

3 entries drawn at random from the list so far:
Order of results: UHRF1 binding	rCAG binder	PRMT1 FP inh	SIAE inh	TCR CD3 inh	GC-B act	MBD2 inh	ABHD4 inh	HTRA1 inhibitor	NPR1 activator
25. CCOc1ccc(NC(=O)CCC(=O)Nc2cc(OC)c(NC(=O)c3ccco3)cc2OC)cc1
 : 0.0	-0.6	2.9	19.0*	3.5	-4.1	-3.7	2.9	4.0	-4.3
24. CN(C)CC(=O)N1c2ccccc2CCc2ccc(NC(=O)c3ccc(N)cc3)cc21
 : -1.0	-7.8	-0.9	1.5	2.9	6.3	1.9	-1.3	4.2	3.3
26. O=C(COC(=O)COc1ccccc1)Nc1ccc(Cl)cn1
 : -0.3	3.6	1.0	9.6	0.4	-0.4	-5.7	-1.7	5.3	-0.3

The list continues:
Order of results: UHRF1 binding	rCAG binder	PRMT1 FP inh	SIAE inh	TCR CD3 inh	GC-B act	MBD2 inh	ABHD4 inh	HTRA1 inhibitor	NPR1 activator
31. COc1ccc(-n2c(SCC(N)=O)nc3nc4c(cc3c2=O)COC(C)(C)C4)cc1
 : -2.3	-6.5	-3.0	-3.1	1.8	1.1	-2.0	8.5	-5.4	-2.8
32. CCOc1ccc(CNS(=O)(=O)c2ccc(-c3ccc(=O)[nH]n3)o2)cc1OC
 : -0.3	0.0	0.4	-1.1	4.6	5.6	4.5	-1.8	3.4	5.3
33. N/C(=N\OC(=O)N1c2ccccc2Sc2ccccc21)c1ccc(Br)cc1
 : 3.9	13.6	-0.8	9.5	-2.1	-1.7	-4.6	14.5	7.6	-2.9
34. O=C(NCCOCC(F)(F)C(F)F)c1cc(F)c(F)cc1Cl
 : 3.0	0.7	-2.2	-14.7	10.6	8.2	-3.5	-12.5	-0.3	1.4
35. CCOC(=O)c1cc2c(=O)n3cccc(C)c3nc2n(Cc2ccco2)c1=NC(=O)c1cccnc1
 : 0.8	10.6	18.9	-4.5	11.3	-1.1	4.5	-1.3	7.8	5.9
36. COc1cccc(-c2cc(C(F)(F)F)nc(-n3ccc([N+](=O)[O-])n3)n2)c1
 : 5.1	-0.5	8.9	-6.5	2.4	-1.8	10.9	-18.3	0.8	-3.0
37. COc1ccc(C(=O)Nc2ccc(S(=O)(=O)N3CCOCC3)cc2)cc1[N+](=O)[O-]
 : 4.5	3.5	1.1	-10.0	-5.6	-0.4	0.5	-1.5	3.3	-5.2
38. Cc1cc2c(cc1C)C(c1cccc(F)c1)CC(=O)N2 (stereo not given)
 : -2.3	-6.4	-1.6	4.5	1.5	-1.9	3.9	-12.6	-6.4	-16.4
39. CC(=O)OC1CC2C(C)(C)C(=O)C=CC2(C)C2CCC3(C)C(c4ccoc4)OC(=O)C4OC43C12C (stereo not given)
 : 0.2	-1.8	1.3	5.4	-9.6	2.7	7.1	-7.3	.	-2.5
40. COc1ccc(S(=O)(=O)NCC(=O)N(CC(=O)NCC2CCCO2)c2cc(C)ccc2C)cc1 (stereo not given)
 : -1.6	-9.5	-4.8	14.2	0.0	-3.1	-4.6	-2.0	6.3	-3.4
41. O=C(c1ccco1)N1CCC(c2nc3ccccc3[nH]2)CC1
 : 0.7	2.6	-0.8	5.7	-5.0	3.8	-4.1	1.2	-0.5	0.7
42. O=C(NCCc1ccccc1)C1CCC(CNS(=O)(=O)c2ccccc2)CC1 (stereo not given)
 : -0.4	-2.0	-1.2	5.8	-0.2	1.9	-2.3	6.6	3.2	0.7
43. Cc1cccc(N(Cc2ccccc2)C(=O)c2ccc(CS(C)(=O)=O)cc2)c1
 : -1.2	-5.7	0.6	-5.1	0.6	-0.1	-1.5	0.3	1.1	0.5
44. CC1(C)C(=O)Nc2ccccc2N1C(=O)c1ccc([N+](=O)[O-])cc1
 : -1.6	-2.0	-4.3	4.3	-2.1	-0.6	0.4	-0.7	5.8	-1.6
45. Cc1cc(C)n(-c2ccc(C(=O)OCC(=O)c3c(N)n(C)c(=O)n(C)c3=O)cc2)n1
 : -2.2	-4.7	-3.0	4.0	7.4	0.5	-5.4	4.0	-3.1	7.9
46. Cc1ccc(C(=O)N2CCN(c3ccc(NC(=O)c4ccc5c(c4)OCCO5)cc3)CC2)cc1
 : 7.5	1.2	5.3	-4.3	2.6	-0.5	3.0	-8.1	3.6	1.3
47. CCCCc1nnc(NC(=O)CCN2C(=O)C3CC=CCC3C2=O)s1 (stereo not given)
 : 3.0	2.4	-0.9	-0.9	-3.5	2.2	1.4	-2.8	2.9	-2.6
48. CCCn1c2c(c(O)c(C(=O)Nc3ccc(OC)cc3)c1=O)CCCC2
 : -0.4	2.2	-0.5	0.2	-0.1	-8.9	-1.9	0.6	-0.9	-1.8
49. Cc1ccc(NC(=O)Cn2cnc3c(nnn3Cc3ccc(F)cc3)c2=O)cc1
 : 3.1	-2.8	1.4	-7.7	4.0	3.2	-2.7	1.8	-0.5	2.4
50. Cc1ccc(C(=O)OCC(=O)NCc2cccs2)cc1S(=O)(=O)N1CCOCC1
 : -1.1	-0.1	-0.1	-1.7	3.0	3.9	-0.6	2.2	2.8	-0.6
51. O=C(Cc1ccccc1)Nc1ccc2c(c1)C(=O)N(CC1CCCO1)C2=O (stereo not given)
 : -1.9	-0.8	-2.6	-1.4	-1.1	-1.4	-1.9	0.9	-3.8	2.7
